Compound activity from PubChem.
Apaf-1 inh = inhibitors of human Apaf-1 apoptosome, primary screen, biochemical, DEVD-Rh110 fluorescence, uHTS; inhibition, % at 20 µM; reconstituted apoptosome caspase-3 activity; 330,000 compounds, 0.71% hits; AID 489030, 2010; Apoptotic protease-activating factor 1 (Homo sapiens), O14727; active = inhibition of at least 40% at 20 µM;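 note: plate controls were DMSO wells for no effect and DEVD-CHO caspase inhibitor wells for full effect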
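System – cell-free apoptosome with Apaf-1, procaspase-3 and caspase-9 · Buffer or medium – pH 7.5 Hepes buffer with CHAPS, BSA, DTT · Also added – cytochrome c with DEVD-Rh110 · Times – 30 min compound preincubation, 50 min activation, room temperature · Technique – Rh110 fluorescence intensity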
SENP8 block-1 = human SENP8 protease inhibitors, primary screen, biochemical, fluorescence, Nedd8 protein substrate, uHTS | Sentrin-specific protease 8 (Homo sapiens), Q96LD8 | recombinant SENP8 | inhibition, % at 20 µM | 360,000 compounds, 0.64% hits | AID 602440, 2012; in the data active = inhibition mostly above about 40%, no sharp cut-off; inactive = mostly below about 27%
HKDC1 inh = HKDC1 hexokinase inhibitors, primary screen, biochemical, fluorescence, uHTS; Q2TB90; recombinant HKDC1, G6PDH/diaphorase resazurin coupled fluorescence; inhibition, % at 20 µM; 340,000 compounds, 0.16% hits; AID 493160, 2011;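 active = inhibition above about 35% when tested at 20 µM, limit read from the data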;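 note: plate controls were DMSO wells with enzyme for no effect and DMSO wells lacking enzyme for full effect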
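Test system: Recombinant HKDC1 (HK5) hexokinase enzyme, produced in-house | Input: HKDC1 at 5 µg/mL | Buffer or medium: Tris pH 8.0 buffer with MgCl2, Tween-20, BSA, BME | Schedule: 90 min reaction incubation at room temperature, dark | Technique: Resazurin-to-resorufin fluorescence via G6PDH and diaphorase coupling, 525/613 nm | Controls: DMSO wells with and without enzyme mix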
SENP1 inh = human SENP1 catalytic domain inhibitors, primary screen, biochemical, FRET, uHTS; recombinant SENP1 catalytic domain, CyPet-SUMO1-YPet FRET cleavage; inhibition, % at 10 µM; 360,000 compounds, 0.21% hits;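 active = inhibition at least 30% at 10 µM, raw YFP signal under a set limit, fluorescence ratio 0.5 to 1.5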;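 note: 0% = enzyme with DMSO and 100% = no enzyme wells; some results filed as inactive read as strong as hits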
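Compound: 10 µM single point, 0.5% DMSO; Test system: hSENP1 catalytic domain, recombinant; Timing: 50 min reaction at room temperature; Technique: FRET, CFP and YFP emission; Control set: no-enzyme wells low, DMSO-plus-enzyme wells high control.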
SENP7 inh = SENP7 protease inhibitors, primary screen, biochemical, luminescence, uHTS | Sentrin-specific protease 7 (Homo sapiens), Q9BQF6 | recombinant SENP7, Z-RLRGG-aminoluciferin luminescence, 40 min | inhibition, % at 5 µM | 330,000 compounds, 1.5% hits | AID 434973, 2010;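 active = inhibition above about 50% at the single test dose, limit read from the data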;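 note: plate controls were DMSO with enzyme for no effect and no enzyme buffer wells for full effect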
SENP6 block = SENP6 protease inhibitors, primary screen, biochemical, luminescence, uHTS | 330,000 compounds, 1.8% hits | inhibition, % at 10 µM | AID 2599, 2010 | Recombinant SENP6 catalytic domain, aminoluciferin luminescence | Sentrin-specific protease 6 (Homo sapiens), Q9GZR1;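 active = inhibition above about 50% at the single tested dose, limit read from the data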;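 note: plate controls were DMSO wells with enzyme for no effect and DMSO wells lacking enzyme for full effect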
SENP8 block-2 = SENP8 protease inhibitors, primary screen, biochemical, luminescence. Sentrin-specific protease 8 (Homo sapiens), Q96LD8. purified SENP8, Z-RLRGG-aminoluciferin cleavage. inhibition, % at 10 µM. 330,000 compounds, 1.2% hits. AID 2540, 2010; in the data active = inhibition above about 50%
PfG6PD inh = PfG6PD enzyme inhibitors, primary screen, biochemical, fluorescence intensity, uHTS | 350,000 compounds, 0.78% hits | inhibition, % at 20 µM | PfGluPho enzyme, NADPH resazurin-diaphorase fluorescence | glucose-6-phosphate dehydrogenase-6-phosphogluconolactonase (Plasmodium falciparum 3D7);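 active = inhibition reaching at least a set limit at 20 µM in the primary screen, cut at about 59% in these data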;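 note: 0% = DMSO wells with substrate and 100% = DMSO wells lacking glucose-6-phosphate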
* = called active by the depositor; · = no result given.

SMILES | Apaf-1 inh | SENP8 block-1 | HKDC1 inh | SENP1 inh | SENP7 inh | SENP6 block | SENP8 block-2 | PfG6PD inh
COc1ccc(CC(NC(C)=O)C(=O)NC2CCN(c3c4c(nc5ncnn35)CCC4)CC2)cc1 (configuration not stated) | 6.2 | 18.2 | -3.1 | -0.1 | -2.5 | -18.8 | -11.2 | 8.5
O=c1cc(-c2ccc([N+](=O)[O-])cc2)c2cc3c(cc2[nH]1)OCCO3 | 8.0 | 41.9* | 5.6 | 3.3 | -9.0 | -0.4 | 0.1 | -6.0
COC(=O)C1=C(C)Nc2ccc(C)cc2S1 | 6.6 | -0.8 | -3.3 | -1.0 | -13.0 | -12.1 | -16.8 | 39.9
Cc1cc(NC(=O)CSc2nccn2-c2ccc(Cl)cc2)no1 | -0.3 | 4.0 | -3.1 | 1.9 | 10.0 | -6.7 | 1.6 | 2.6
CN(C)c1nc(OCCNC(=O)COc2ccc(Cl)cc2Cl)nc(N(C)C)n1 | 11.3 | 15.7 | -2.3 | 3.3 | -5.7 | -15.7 | -7.7 | 9.6
Cc1cccc(N2CCN(C(c3cccs3)c3nnnn3C(C)(C)C)CC2)c1C (configuration not stated) | 5.2 | 16.4 | -3.9 | 2.1 | -11.4 | -3.6 | -4.2 | 7.0
COc1cccc(C2=NOC(C(=O)N3CCN(C(=O)c4ccco4)CC3)C2)c1 (configuration not stated) | -5.7 | 7.8 | -3.9 | 0.4 | -0.7 | 4.5 | 2.0 | 4.5
Cc1ccc(SCC(=O)NCCSCc2ccccc2)cc1 | 8.4 | 32.1 | 5.2 | -1.8 | 3.9 | -41.8 | 0.3 | 5.7
COc1cc(NC(=O)CN2CCN(c3ccccn3)CC2)cc(OC)c1OC | 4.4 | 5.8 | -5.2 | 1.0 | -4.1 | -20.8 | -7.4 | 1.0
COc1ccccc1C(=O)N/C(=C\c1ccccc1)C(=O)NCc1ccco1 | 8.3 | 4.2 | -7.1 | -2.1 | 2.3 | -10.5 | -3.4 | -2.2
COc1ccc(CC(=O)NCC2CCCN(Cc3cccc(SC)c3)C2)cc1 (configuration not stated) | 5.5 | 8.3 | -1.7 | -3.7 | 9.5 | 1.1 | -3.2 | -5.5
C=CCN(C(=O)CNC(=O)c1ccco1)C(C(=O)NC1CCCCC1)c1ccccc1 (configuration not stated) | 4.1 | 17.2 | -3.2 | 0.6 | 4.3 | -6.1 | 2.3 | -17.4
C(=N\Nc1ccccc1)/c1nc2ccccc2s1 | -4.5 | 6.1 | -2.0 | -49.4 | 75.4* | 36.0 | 58.5* | -27.4
Cc1cc(-c2csc(NC(=O)c3ccc(=O)n(C)n3)n2)c(C)n1CC1CCCO1 (configuration not stated) | 10.1 | 42.9* | 2.5 | 5.8 | -1.2 | 1.4 | -8.0 | 28.8
O=C(CC(=O)N1CCOCC1)N1CCOCC1 | · | 5.2 | -0.8 | 2.5 | · | · | · | -4.7
O=C(CCC(=O)Nc1ccccc1Cl)NNC(=O)C1CCCCC1 | -5.4 | 2.2 | -9.6 | 3.8 | 0.7 | -8.3 | 4.1 | -7.1
CCN(Cc1ccccc1)C(=O)CCS(=O)(=O)c1ccc2c(c1)CCN2C(C)=O | -15.9 | 15.0 | -8.9 | 1.5 | 1.0 | -3.4 | -0.8 | -0.2
COc1cc2c3c(n(C)c(=O)c2cc1OC)-c1cc2c(cc1C3=O)OCO2 | · | 0.0 | -2.9 | 2.9 | · | · | · | 12.4
Cc1ccc(C(=O)OC(C)CN2CCN(C)CC2)cc1 (configuration not stated) | 9.7 | 21.5 | 2.0 | -0.1 | -8.7 | -13.8 | -12.7 | -7.6
OC(CCN1CCCCC1)(c1ccccc1)c1ccccc1 | -7.2 | 6.3 | -11.2 | -0.4 | 6.3 | -6.2 | 5.1 | -9.7
N/C(=N\O)c1ccc(Oc2ccccc2Cl)c([N+](=O)[O-])c1 | 13.4 | 10.8 | 4.5 | -0.1 | -3.0 | -5.5 | 2.9 | -7.6
CCC(Oc1ccccc1)C(=O)Nc1nc2ccccc2[nH]1 (configuration not stated) | 4.9 | -3.3 | -0.8 | 0.3 | -14.8 | -11.0 | -17.8 | 1.9
O=c1c2c3c(sc2ncn1Cc1ccc(F)cc1)CCC3 | 16.8 | -55.4 | 4.4 | -32.2 | 0.3 | -7.0 | -3.5 | -0.9
Cc1cnc(C(=O)Nc2nnc(C3CC3)s2)cn1 | 0.2 | 20.6 | 2.9 | 1.3 | 5.6 | -11.0 | -4.8 | 2.1
CCOc1cc(C2C3=C(CC(C)(C)CC3=O)N(CCCOC)C3=C2C(=O)CC(C)(C)C3)ccc1OC | -1.2 | -155.1 | -9.1 | -39.6 | 17.0 | 1.3 | -16.1 | 19.1

Full records, quoted from the list:
C(=N\Nc1ccccc1)/c1nc2ccccc2s1 is listed as Apaf-1 inh = -4.5; SENP8 block-1 = 6.1; HKDC1 inh = -2.0; SENP1 inh = -49.4; SENP7 inh = 75.4*; SENP6 block = 36.0; SENP8 block-2 = 58.5*; PfG6PD inh = -27.4
O=C(CCC(=O)Nc1ccccc1Cl)NNC(=O)C1CCCCC1 is listed as Apaf-1 inh = -5.4; SENP8 block-1 = 2.2; HKDC1 inh = -9.6; SENP1 inh = 3.8; SENP7 inh = 0.7; SENP6 block = -8.3; SENP8 block-2 = 4.1; PfG6PD inh = -7.1

The listing picks up, repeating the two entries before the break.
SMILES | Apaf-1 inh | SENP8 block-1 | HKDC1 inh | SENP1 inh | SENP7 inh | SENP6 block | SENP8 block-2 | PfG6PD inh
Cc1cnc(C(=O)Nc2nnc(C3CC3)s2)cn1 | 0.2 | 20.6 | 2.9 | 1.3 | 5.6 | -11.0 | -4.8 | 2.1
CCOc1cc(C2C3=C(CC(C)(C)CC3=O)N(CCCOC)C3=C2C(=O)CC(C)(C)C3)ccc1OC | -1.2 | -155.1 | -9.1 | -39.6 | 17.0 | 1.3 | -16.1 | 19.1
O=C(Nc1cccc(C(F)(F)F)c1)c1ccc2nc(N3C(=O)CCC3=O)sc2c1 | 2.3 | -34.8 | 5.3 | -15.0 | 1.8 | 13.4 | -0.7 | -8.9
CCOc1ccccc1C(=O)Nn1c(C2CCC2)nc2ccccc2c1=O | 4.3 | 0.5 | 4.0 | -2.6 | 7.8 | 9.1 | -3.5 | -18.8
O=C(NCCCn1ccnc1)/C(=C\c1ccc(Br)cc1)NC(=O)c1ccccc1F | 4.7 | 16.4 | -8.9 | 0.0 | 7.5 | -2.6 | -7.0 | -6.9
COc1nc(NC(=O)c2ccc(F)cc2)nc(OC)c1-c1ccccc1 | 22.0 | 0.7 | 0.4 | -1.6 | 3.7 | 8.5 | -2.5 | 13.3
COC(=O)c1c(C)[nH]c(C)c1C(=O)c1ccccc1Cc1ccccc1 | -3.1 | 8.6 | -1.2 | 1.4 | 0.5 | 5.5 | 1.1 | 29.5
O=C(O)c1ccc(N=c2oc3cc(O)ccc3cc2C(=O)NCc2ccccc2)cc1 | 13.8 | -261.7 | -0.8 | -40.0 | -6.8 | -3.7 | -0.1 | -0.7
Cc1cccc(C)c1OCC(=O)N/N=C/C=C/c1ccco1 | 6.2 | 4.0 | -8.9 | -2.1 | 5.9 | -28.8 | 2.2 | 19.3
CC(C)(C)SCCNC(=O)/C=C/c1ccccc1 | -11.0 | 26.3 | -3.9 | 1.8 | -0.5 | -5.2 | -3.6 | 0.6
CCOC(=O)N1CCC(N2CCN(Cc3ccc(F)c(F)c3)C(CCO)C2)CC1 (configuration not stated) | -0.4 | 2.6 | -8.7 | 1.8 | 0.8 | 0.5 | -4.2 | 31.2
COc1cc(/C=C/c2nc(-c3ccccc3O)n[nH]2)cc(OC)c1OC | 3.5 | -251.5 | -12.7 | -0.9 | 3.8 | 33.8 | 2.6 | 5.0
N#Cc1c(N)nc2c(c1-c1ccc(F)cc1)CCC2 | -18.9 | -419.2 | -3.0 | -126.8 | 3.1 | 8.4 | -5.2 | -16.2
COc1ccc(C2c3c(oc4ccccc4c3=O)C(=O)N2c2ccccn2)cc1OC (configuration not stated) | -11.0 | 0.6 | -4.8 | -2.3 | -5.5 | -6.1 | -0.2 | -4.1
COc1ccc(CCNC(=O)c2ccc(OCC(=O)N3CCOCC3)c(OC)c2)cc1OC | 4.4 | -0.2 | -3.8 | 0.0 | -3.2 | -0.3 | -6.9 | -3.5
CCOC(=O)C1(Cc2cccc(Cl)c2)CCCN(C(=O)c2ccc(COC)s2)C1 (configuration not stated) | 9.1 | 11.9 | -4.7 | 0.5 | -9.3 | -16.9 | -12.9 | 7.7
COC(=O)c1ccccc1NC(=O)C1CC(=O)N(c2ccc(C)c(C)c2)C1 (configuration not stated) | 10.4 | -4.6 | -1.2 | -0.8 | -5.6 | -10.5 | -4.9 | -8.8
O=C(COc1ccc2ccccc2c1)NNC(=O)C(=O)Nc1ccccc1 | 3.1 | 8.2 | 5.8 | 0.2 | -4.1 | -9.8 | -2.0 | -12.9
CCC1CCCCN1CCCNC(=O)c1cc2c(=O)[nH]c3ccccc3c2n1C (configuration not stated) | 1.3 | -58.1 | -3.0 | -10.9 | -0.1 | -10.9 | -5.7 | 4.8
NC(=O)COC(=O)CN1C(=O)C2CCCCC2C1=O (configuration not stated) | -6.3 | 5.5 | 16.3 | 1.5 | 9.1 | 8.1 | 4.8 | -2.5
CCOc1cc(CN2CCSCC2)ccc1O | 5.1 | 26.8 | -2.8 | 2.6 | 8.4 | 0.8 | -0.8 | -5.0
COc1ccc(C2=CC3=C(Br)C(=O)C(C)(OC(=O)c4ccco4)C(=O)C3=CO2)cc1 (configuration not stated) | 21.2 | -105.5 | 41.6* | -31.3 | -24.0 | 6.1 | -11.6 | 9.6
CSc1nc(C)cc(Oc2ccc(=O)[nH]n2)n1 | 1.9 | 11.2 | 17.8 | 1.8 | 3.2 | 13.6 | 9.7 | -6.0
CCOC(=O)CSc1ncc(-c2ccccc2)cn1 | -2.9 | 6.8 | 5.5 | 0.8 | 12.1 | 9.1 | -11.5 | -11.9
CCN(CC(=O)Nc1ccc(NC(C)=O)cc1)C(=O)c1ccc(C(=O)c2ccccc2)cc1 | 8.6 | 6.2 | -3.4 | 0.0 | -2.8 | -2.8 | -4.9 | -3.2
Cc1[nH]c2ccccc2c1SCc1nnc(SCc2ccccc2)n1C | 22.0 | 9.6 | -0.2 | 2.3 | 3.3 | 2.6 | -1.3 | -2.4
O=C(NC1CCSC1=O)C1CCCCC1 (configuration not stated) | -10.2 | 14.2 | 2.4 | 0.1 | -1.5 | -2.5 | 2.0 | 6.2
Cc1ccc(N2CC(C(=O)N3CCCCCC3)CC2=O)cc1 (configuration not stated) | -2.7 | -6.7 | -0.3 | 3.3 | 3.6 | -9.1 | -4.4 | -1.0
Cc1ccc(Sc2c(C(=O)Nc3ccc(F)cc3F)c(C(F)(F)F)nn2C)cc1 | 16.7 | 15.6 | -4.9 | 0.4 | -6.0 | -6.7 | -8.3 | 13.9
COc1cccc(-c2cc(C(=O)N3CCc4ccccc4C3)no2)c1 | 30.4 | 58.1* | 5.5 | -12.4 | 7.5 | 35.0 | 2.6 | 12.0
